UCHL1 block: inhibitors of human UCHL1 deubiquitinase. P09936. purified UCHL1, Ub-rhodamine cleavage fluorescence. inhibition, % at 20 µM. 47,000 compounds, 0.2% hits
USP10 block: inhibitors of human USP10 deubiquitinase; purified USP10, Ub-rhodamine fluorescence, 60 min; inhibition, % at 20 µM; 47,000 compounds, 1.1% hits
USP30 block: blocks human USP30 ubiquitin-rhodamine cleavage. Q70CQ3. purified USP30, Ub-rhodamine cleavage fluorescence. inhibition, % at 25 µM. 47,000 compounds, 5.3% hits. AID 1645860
Target sequence (Q70CQ3 whole entry, looked up): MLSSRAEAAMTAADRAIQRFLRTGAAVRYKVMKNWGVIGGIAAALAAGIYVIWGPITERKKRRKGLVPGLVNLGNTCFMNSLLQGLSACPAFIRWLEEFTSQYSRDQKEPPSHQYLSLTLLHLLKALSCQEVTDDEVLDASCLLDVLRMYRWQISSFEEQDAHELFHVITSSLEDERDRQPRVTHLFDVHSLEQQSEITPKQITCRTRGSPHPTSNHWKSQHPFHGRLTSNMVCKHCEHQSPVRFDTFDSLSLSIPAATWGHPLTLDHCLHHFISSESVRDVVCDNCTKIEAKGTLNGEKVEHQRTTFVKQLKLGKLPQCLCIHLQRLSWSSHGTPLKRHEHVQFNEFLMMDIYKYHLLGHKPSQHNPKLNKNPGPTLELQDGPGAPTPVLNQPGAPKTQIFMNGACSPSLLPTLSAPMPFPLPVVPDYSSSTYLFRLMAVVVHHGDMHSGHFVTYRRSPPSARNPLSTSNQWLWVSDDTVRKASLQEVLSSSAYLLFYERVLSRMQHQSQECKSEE
USP17 block: human USP17-like deubiquitinase inhibition. 47,000 compounds, 6.5% hits. AID 1645855. purified USP17, Ub-rhodamine cleavage fluorescence, 3 h. A8MUK1. inhibition, % at 50 µM
Target sequence (A8MUK1 whole entry, looked up): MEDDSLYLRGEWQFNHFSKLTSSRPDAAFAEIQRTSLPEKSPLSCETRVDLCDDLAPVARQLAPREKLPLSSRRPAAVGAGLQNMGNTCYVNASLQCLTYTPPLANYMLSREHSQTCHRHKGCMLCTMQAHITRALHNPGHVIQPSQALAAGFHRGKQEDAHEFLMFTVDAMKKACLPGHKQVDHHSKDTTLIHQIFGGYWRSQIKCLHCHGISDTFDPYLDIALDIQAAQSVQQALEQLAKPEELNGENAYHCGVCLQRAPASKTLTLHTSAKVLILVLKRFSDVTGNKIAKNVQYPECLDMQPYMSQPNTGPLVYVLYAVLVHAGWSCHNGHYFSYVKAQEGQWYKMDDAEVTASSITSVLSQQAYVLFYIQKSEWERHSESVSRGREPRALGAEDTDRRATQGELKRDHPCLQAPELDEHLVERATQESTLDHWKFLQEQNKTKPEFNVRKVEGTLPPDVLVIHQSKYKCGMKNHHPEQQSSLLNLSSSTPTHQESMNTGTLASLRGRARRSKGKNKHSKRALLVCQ
USP28 block: blocks human USP28 ubiquitin-rhodamine cleavage | purified USP28, Ub-rhodamine cleavage fluorescence, 30 min | inhibition, % at 25 µM | 47,000 compounds, 3% hits | AID 1645857
USP8 inh: blocks human USP8 ubiquitin-rhodamine cleavage; P40818; purified USP8, Ub-rhodamine cleavage fluorescence, 30 min; inhibition, % at 20 µM; 47,000 compounds, 4.2% hits; AID 1645853
OTUD3 inh: inhibitors of human OTUD3 deubiquitinase; purified OTUD3, Ub-rhodamine fluorescence, 2 h; inhibition, % at 25 µM; 47,000 compounds, 0.7% hits; AID 1645858
USP7 inh: human USP7 deubiquitinase inhibition | Q93009 | purified USP7, Ub-rhodamine cleavage fluorescence | inhibition, % at 20 µM | 47,000 compounds, 0.3% hits | AID 1645854
The depositor's hits bear a star; i = inactive; / = not tested or not shown. Cut-off read from the data, not from the text of the source: active = inhibition above about 30%; inactive = the rest. Rows were taken by chance (roughly 13% active in at least one column).

| No. | UCHL1 block | USP10 block | USP30 block | USP17 block | USP28 block | USP8 inh | OTUD3 inh | USP7 inh | mol |
| --- | --- | --- | --- | --- | --- | --- | --- | --- | --- |
| 1 | -3 | 1 | 4 | -1 | -7 | -3 | -1 | 1 | CCn1c(=O)n(CC(=O)N2CCC(C(N)=O)CC2)c(=O)c2ccccc21 |
| 2 | 5 | 1 | 12 | 9 | 14 | 21 | 10 | -23 | Cc1ccc2nc(NC(=O)CN3C(=O)C4CCCCC4C3=O)sc2c1 (stereo not given) |
| 3 | -2 | -1 | -16 | -7 | 2 | -21 | 1 | -1 | O=C(c1ccc(Cl)cc1)N1CCC2(C1)C(=O)Nc1ccccc12 (stereo not given) |
| 4 | 1 | -1 | 11 | 2 | 6 | 5 | 14 | 2 | CCOC(=O)c1cnn(-c2nc3ccccc3n2C)c1N=CN(C)C |
| 5 | 7 | 1 | -9 | -1 | 34* | 1 | -7 | 4 | O=C(Nc1cccc(Oc2ccccc2)c1)c1ccc2nc[nH]c2c1 |
| 6 | -29 | -5 | -147 | 12 | -27 | -16 | -26 | -18 | COc1ccccc1-c1nc(CC(=O)Nc2cc(Cl)cc(Cl)c2)no1 |
| 7 | 0 | 0 | 14 | 7 | 4 | 7 | 1 | 3 | Cn1c(=O)n(C2CCN(C(=O)Cc3ccccc3)C2)c2ncncc21 (stereo not given) |
| 8 | 6 | 6 | 14 | 6 | 52* | 8 | 8 | 13 | COc1ccccc1-n1nnc(C(=O)Nc2ccc(Oc3ccccc3)cc2)c1C |
| 9 | 3 | 1 | -2 | -16 | 2 | -178 | 1 | -2 | CC1CCN(S(=O)(=O)c2cn(CC(=O)Nc3ccccc3)cn2)CC1 |
| 10 | -1 | 0 | 19 | 3 | 9 | -1 | 11 | 4 | COc1ccccc1CC(CC(=O)Nc1cc(C)ccc1C)C(=O)O (stereo not given) |
| 11 | 1 | 3 | 17 | 10 | 11 | 5 | 15 | 3 | CC(=O)N1CCCC(c2nnc3n2CCN(Cc2ccccc2Cl)CC3)C1 (stereo not given) |
| 12 | 1 | 42* | / | -2 | / | 2 | -4 | 9 | COc1ccc2c(Cl)c(C(=O)Nc3ccc(S(=O)(=O)N(C)Cc4ccccc4)cc3)sc2c1 |
| 13 | -4 | -4 | / | -18 | / | -28 | 1 | -10 | CC(C)(C)CC(=O)N1CCc2cc(-c3csc(NC4CCCC4)n3)ccc21 |
| 14 | 0 | -1 | 10 | 4 | 4 | -28 | 5 | 6 | CC(C)NC(=O)c1cc2c(nc1N(C)C)CCN(S(C)(=O)=O)CC2 |
| 15 | 3 | 0 | 18 | 8 | 7 | 23 | 13 | 4 | Cc1ncc(C(=O)N2CC[C@H]3NC(=O)c4ccccc4OCC/C=C/C[C@H]3C2)cn1 |

(further entries)
| No. | UCHL1 block | USP10 block | USP30 block | USP17 block | USP28 block | USP8 inh | OTUD3 inh | USP7 inh | mol |
| --- | --- | --- | --- | --- | --- | --- | --- | --- | --- |
| 16 | -19 | -9 | -414 | -132 | -124 | -130 | -92 | -27 | CCc1cnc(N2CCC3(CCN(c4ncccn4)CC3)CC2)nc1 |
| 17 | -2 | 0 | 0 | 1 | -2 | -6 | 0 | 1 | O=C(c1cccnc1)N1CCN(CC2CC=CCC2)CC1 (stereo not given) |
| 18 | 2 | 6 | 1 | 1 | 7 | 5 | 3 | 8 | COc1cccc(C(=O)N2c3ccccc3C(C)(c3ccccc3)CC2(C)C)c1 (stereo not given) |
| 19 | -3 | 9 | -8 | 15 | -6 | 5 | -1 | 7 | COc1ccc(CNc2nc3c(S(=O)(=O)c4ccccc4)nnn3c3ccccc23)cc1 |
| 20 | -8 | 0 | -330 | -116 | -85 | -21 | -72 | -7 | CCn1cnc2c(-c3ccccc3)cn(CC(=O)Nc3ccccc3C)c2c1=O |
| 21 | 1 | 2 | 7 | 2 | 7 | 9 | 6 | -1 | Cc1cn[nH]c1C1CCCCN1C(=O)CCc1cc(Cl)no1 (stereo not given) |
| 22 | -2 | -1 | -10 | -19 | -10 | 4 | 7 | -1 | Cc1noc2nc(C)n(CC(=O)NCc3ccccc3)c(=O)c12 |
| 23 | 0 | 1 | 6 | -6 | 1 | 4 | -4 | -1 | Cc1ccc(S(=O)(=O)Nc2cc3c(cc2Cl)OCCO3)cc1 |
| 24 | -4 | -10 | -57 | 3 | -1 | -3 | -49 | -2 | COc1cccc(C(=O)Nc2ccc3c(c2)Sc2ncccc2C(=O)N3C)c1OC |
| 25 | 0 | 5 | 10 | 47* | 2 | -6 | -1 | -1 | O=C(COC(=O)C(Cc1ccccc1)NC(=O)c1ccccc1)NCc1ccc2c(c1)OCO2 (stereo not given) |
| 26 | 0 | 1 | -22 | -7 | -1 | -51 | 1 | 2 | O=C(NCC1CC1)C1CN(Cc2cccnc2)Cc2ccnn2C1 (stereo not given) |
| 27 | -25 | -7 | i | -147 | -182 | -104 | -173 | -28 | CN1CCCc2cc(C(CNC(=O)c3cccc(Cl)c3)N3CCCC3)ccc21 (stereo not given) |
| 28 | -23 | -6 | -278 | -86 | -75 | -16 | -62 | -22 | O=C(Nc1ccc2nnc(C3CCC3)n2c1)NC1CCCC1 |
| 29 | 7 | 1 | 17 | 10 | 11 | 17 | 9 | -6 | COc1ccc(-c2ccc(=O)n(Cc3ccc(C)cc3)n2)cc1OC |
| 30 | 3 | -3 | -12 | -9 | 49* | -15 | -5 | -2 | O=C(CSc1cc(N2CCCCC2)ncn1)Nc1ccc2c(c1)OCCO2 |

The list goes on:
| No. | UCHL1 block | USP10 block | USP30 block | USP17 block | USP28 block | USP8 inh | OTUD3 inh | USP7 inh | mol |
| --- | --- | --- | --- | --- | --- | --- | --- | --- | --- |
| 31 | 0 | 4 | -16 | -6 | 17 | -12 | -3 | -19 | O=C1CCSc2ccccc2N1Cc1cccc(F)c1 |
| 32 | -3 | -3 | -22 | / | -6 | -5 | -5 | -8 | COc1cccc(NS(=O)(=O)c2cc3n(c2)CCN(C)C3=O)c1 |
| 33 | 4 | 1 | 1 | 2 | 11 | 0 | 4 | -9 | c1ccc(Cn2nnnc2CN2CCN(c3nc4ccccc4s3)CC2)cc1 |
| 34 | 0 | 0 | -34 | 28 | -8 | 13 | -5 | 5 | Cc1ccc(C(CNC(=O)c2cc(-c3cccs3)on2)N2CCCCC2)o1 (stereo not given) |
| 35 | 2 | 3 | 18 | 7 | -4 | 4 | 0 | -11 | Cc1ccc(-c2nc(C)sc2CC(=O)Nc2cccc(C)c2C)cc1 |
| 36 | -2 | 1 | -16 | -17 | 0 | -37 | -7 | -3 | COc1ccc(OCC(O)CNC(=O)c2ccc(N(C)C)cc2)cc1 (stereo not given) |
| 37 | 1 | 0 | 12 | -18 | -1 | 12 | 6 | 1 | Cc1cc(C)cc(NC(=O)c2cc(C(C)C)n(C3CCS(=O)(=O)C3)n2)c1 (stereo not given) |
| 38 | -3 | 0 | 1 | 7 | -2 | 4 | 0 | -1 | CCc1nnc2nc(N3CCN(C(=O)C4CC4)CC3)cc(C)n12 |
| 39 | -110 | -6 | -30 | 21 | -19 | -16 | -21 | -120 | Cc1ccc(F)c2c(=O)c3c([nH]c12)CCN(CC(=O)Nc1cccc(F)c1)C3 |
| 40 | 4 | 27 | 65* | 79* | 53* | 97* | 0 | / | CSc1cccc(NC(=O)c2cc(-c3cccnc3)n[nH]2)c1 |
| 41 | 0 | 0 | 4 | -6 | -3 | -4 | -1 | 0 | COc1cccc(CN2CCN(C(=O)NCc3ccccc3)[C@@H](C)C2)c1 |
| 42 | 1 | -1 | 17 | 9 | 3 | 12 | 18 | 2 | COCCn1c(=O)[nH]c2cc(C(=O)N3CCN(C4CCCCC4)CC3)ccc2c1=O |
| 43 | 5 | 6 | 39* | 2 | 20 | -21 | 18 | 6 | COc1cccc(N2CC(C)Cn3c2nc2c3c(=O)n(CC(=O)OCc3ccccc3)c(=O)n2C)c1 (stereo not given) |
| 44 | 0 | -4 | 17 | 9 | 16 | 12 | 9 | 3 | Cc1cc(NC(=O)c2cc(Cl)ccc2Cl)ccc1N1CCCC1=O |
| 45 | -3 | -4 | -51 | -10 | -9 | 3 | -9 | -13 | O=C(c1ccc(Cl)cc1)N1CCCC(C(=O)N2CCCc3ccccc32)C1 (stereo not given) |

Carrying on:
| No. | UCHL1 block | USP10 block | USP30 block | USP17 block | USP28 block | USP8 inh | OTUD3 inh | USP7 inh | mol |
| --- | --- | --- | --- | --- | --- | --- | --- | --- | --- |
| 46 | 21 | 4 | 34* | 72* | 61* | 92* | 44* | -49 | c1ccc(-c2ccc(NCc3ccc4c(c3)OCO4)nn2)cc1 |
| 47 | 0 | -8 | -383 | -62 | -81 | -32 | -71 | -15 | CCc1nc(N2CCC(=O)CC2)c2oc3ccccc3c2n1 |
| 48 | 5 | 0 | 9 | 13 | 3 | -4 | 4 | 6 | CC(C)Cc1nc2sc3c(SCC(=O)Nc4ccc(Cl)cc4)ncnc3c2c2c1CCC2 |
| 49 | 1 | 2 | -5 | -8 | -5 | 0 | -6 | -1 | Cc1nn(-c2ccccc2)c2c1nc(CCC(=O)N1CCN(c3ccccc3F)CC1)c(=O)n2C |
| 50 | 1 | -7 | -12 | 2 | -12 | -19 | 4 | -4 | O=C(NCc1cccc(C(F)(F)F)c1)c1cc(S(=O)(=O)N2CCCCC2)ccc1N1CCOCC1 |
| 51 | 4 | 2 | 42* | 56* | 16 | -194 | 1 | 12 | COc1ccc(CNC(=O)c2ccccc2N2C(=O)N3CCc4c([nH]c5ccccc45)[C@@]3(C)C2=O)cc1 |
| 52 | 0 | 0 | 9 | -6 | 0 | 6 | 2 | 3 | COc1cccc(CCN2C[C@@]34CN(C(=O)c5cccnc5)C[C@@H](C[C@@H]3S2(=O)=O)O4)c1 |
| 53 | -15 | -7 | -179 | -19 | -63 | 54* | -53 | -17 | CC1CCN(CCNC(=O)c2cc3cn(C4CC4)cc3s2)CC1 |
| 54 | -2 | -7 | -33 | -24 | -12 | -5 | -7 | 1 | CCc1noc(-c2c(C)[nH]c(C)c2S(=O)(=O)NCc2ccco2)n1 |
| 55 | -4 | -7 | -59 | -38 | 34* | -131 | -9 | -3 | O=C(NCC1CCCO1)c1cc2c(cn1)[nH]c1ccccc12 (stereo not given) |
| 56 | 4 | 8 | 1 | -7 | -5 | -53 | -6 | -18 | COc1ccc2ccccc2c1S(=O)N1CCN(c2ccccc2F)CC1 (stereo not given) |
| 57 | 4 | 7 | -42 | 4 | 0 | 20 | 15 | 3 | CC(C)c1ccc(N(C(=O)C2COc3ccccc3O2)c2nc3ccccc3s2)cc1 (stereo not given) |
| 58 | 0 | 0 | -9 | -14 | -13 | -56 | -3 | -1 | CC(=O)N1CC[C@@]2(C(=O)N3CCCC3)CCN(C(=O)Nc3ccc(Cl)cc3)CC[C@@H]12 |

Compounds from the list above that have an NH in an aromatic ring:
| No. | UCHL1 block | USP10 block | USP30 block | USP17 block | USP28 block | USP8 inh | OTUD3 inh | USP7 inh | mol |
| --- | --- | --- | --- | --- | --- | --- | --- | --- | --- |
| 5 | 7 | 1 | -9 | -1 | 34* | 1 | -7 | 4 | O=C(Nc1cccc(Oc2ccccc2)c1)c1ccc2nc[nH]c2c1 |
| 21 | 1 | 2 | 7 | 2 | 7 | 9 | 6 | -1 | Cc1cn[nH]c1C1CCCCN1C(=O)CCc1cc(Cl)no1 (stereo not given) |
| 39 | -110 | -6 | -30 | 21 | -19 | -16 | -21 | -120 | Cc1ccc(F)c2c(=O)c3c([nH]c12)CCN(CC(=O)Nc1cccc(F)c1)C3 |
| 40 | 4 | 27 | 65* | 79* | 53* | 97* | 0 | / | CSc1cccc(NC(=O)c2cc(-c3cccnc3)n[nH]2)c1 |
| 42 | 1 | -1 | 17 | 9 | 3 | 12 | 18 | 2 | COCCn1c(=O)[nH]c2cc(C(=O)N3CCN(C4CCCCC4)CC3)ccc2c1=O |
| 51 | 4 | 2 | 42* | 56* | 16 | -194 | 1 | 12 | COc1ccc(CNC(=O)c2ccccc2N2C(=O)N3CCc4c([nH]c5ccccc45)[C@@]3(C)C2=O)cc1 |
| 54 | -2 | -7 | -33 | -24 | -12 | -5 | -7 | 1 | CCc1noc(-c2c(C)[nH]c(C)c2S(=O)(=O)NCc2ccco2)n1 |
| 55 | -4 | -7 | -59 | -38 | 34* | -131 | -9 | -3 | O=C(NCC1CCCO1)c1cc2c(cn1)[nH]c1ccccc12 (stereo not given) |

Source: PubChem BioAssay
